# Assay outcomes from PubChem BioAssay.
# GALK inh: blocks human galactokinase activity; Potency, µM (top dose mostly 57.5 µM), for inactives: at the highest dose activity change, negative = inhibition, actives largely listed as inhibitors; actives 0.007% (n = 270,000); P51570; Purified GALK, Kinase-Glo residual ATP luminescence; note: potency is the fitted concentration of half-maximal effect
#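 Human GALK (5 nM) with 35 uM ATP and 100 uM galactose in 20 mM HEPES pH 8.0, 5 mM MgCl2, 60 mM NaCl, 1 mM DTT, 0.01% BSA. After 1 h at room temperature, leftover ATP was read by Kinase-Glo Plus luminescence.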
# Giardia kill: kills Giardia lamblia; Giardia lamblia trophozoite viability; activity change, % at 7.66 µM, hits read low; actives 0.15% (n = 340,000); AID 540267; in the data active = activity change below about -80%; inconclusive = between about -30% and that limit;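 note: parasites exposed to compound for two days anaerobically before the ATP read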
#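 Anaerobic 48 hrs incubation at 37 deg C of 100 trophozoites/well with test compounds; ATPLite 1-Step luminescence, 15-30 min RT, reports cellular ATP as viability.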
# KCNH2 3.1 block: inhibitors of human KCNH2 3.1 potassium channel isoform | U2OS KCNH2 3.1, thallium flux FluxOr; hits give low values | activity change, % (tested at about 1.8 µM) | actives 0.95% (n = 340,000);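 active = maximum activity change below -70%; inconclusive = maximum activity change from -70% to -50%; inactive = maximum activity change above -50%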;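 note: thallium influx rate constant from kinetic fluorescence after stimulation buffer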
#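 Virally transduced U2OS (3.1 isoform, 4 h infection in dark at RT) → overnight 37 C → FluxOr + Red40 in HBSS/HEPES, 45 min → stimulation buffer, 2 min kinetic read → rate constant vs DMSO controls.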
# USP2a block: USP2a (human) protease inhibition; USP2 core, Ub-CHOP2 coupled fluorogenic reporter, 485/531; Potency, µM (doses to about 38.3 µM), for the others: at the highest dose activity change, negative = inhibition, most hits filed as inhibitors; O75604; actives 0.01% (n = 330,000);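 note: potency is the fitted concentration of half-maximal effect; plate controls were DMSO wells for no effect and full inhibition by NEM control for full effect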
#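 Cell-free coupled assay: 10nM USP2 core preincubated 30min RT with compound in Tris-HCl pH 8.0/CaCl2/CHAPS buffer, then 25nM Ub-CHOP2 and 25nM reporter substrate; fluorescence (Ex 485/Em 531) read after 60min RT, normalized to NEM inhibition, concentration-response curves fitted.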
# KCNH2 WT inh: KCNH2 (human, wildtype) channel inhibition; Q12809; U2OS, BacMam KCNH2, thallium flux FluxOr; hits give low values; activity change, % at 1.84 µM; actives 0.37% (n = 340,000);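 active = maximum activity change below -70%; inconclusive = maximum activity change between -70% and -50%; inactive = maximum activity change above -50%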
#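 U2OS cells transduced with wild-type KCNH2 virus are loaded with FluxOr dye for 45 min, and thallium flux is measured in kinetic reads before and after stimulation buffer. Rate constants are normalized to DMSO controls.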
# Chronic BCR inh: chronic active BCR signaling inhibition. Potency, µM (series often up to 46.1 µM), without a hit: top-dose ratio change, negative = lower green/red ratio, usual class: inhibitors. actives 0.05% (n = 340,000). ABC-DLBCL IkBa-CBG/CBR reporter, luminescence ratio, 4 h; active = well fitted inhibition curve with a large enough effect in the signal ratio, with a control signal flat, not every such curve was filed as active; inconclusive = small, poorly fitted or top-dose-only effect, or effect the other way, or a change in a side signal; the % refers to the signal ratio;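 note: potency is the fitted concentration of half-maximal effect; plate controls were basal doxycycline-induced cells for no effect and cells given 10 µM MG132 for full effect; MG132 reads +100%, hits lower the ratio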
#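 TMD8 human ABC-DLBCL cells with doxycycline-inducible IκBα–green luciferase fusion and unfused red luciferase, in 0.5% FBS medium; compounds up to 46 uM, 4 h at 37C. Green/red luminescence ratio, filter-overlap corrected, fitted to concentration-response curves.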
# B2AR arrestin: agonists driving beta-arrestin recruitment to human beta2-adrenergic receptor. Potency, µM (titrated, usually from 46.1 µM), for inactives: at the highest dose activation, most hits filed as activators. P07550. beta-arrestin recruitment to beta2AR, cell-based reporter. actives 0.02% (n = 330,000);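 note: potency is the fitted concentration of half-maximal effect; 0% = DMSO controls and full agonism = EC100 isoproterenol or metaproterenol; nearly all actives have a fitted effect of over 65% in size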
# Target sequence (P07550 whole entry, looked up): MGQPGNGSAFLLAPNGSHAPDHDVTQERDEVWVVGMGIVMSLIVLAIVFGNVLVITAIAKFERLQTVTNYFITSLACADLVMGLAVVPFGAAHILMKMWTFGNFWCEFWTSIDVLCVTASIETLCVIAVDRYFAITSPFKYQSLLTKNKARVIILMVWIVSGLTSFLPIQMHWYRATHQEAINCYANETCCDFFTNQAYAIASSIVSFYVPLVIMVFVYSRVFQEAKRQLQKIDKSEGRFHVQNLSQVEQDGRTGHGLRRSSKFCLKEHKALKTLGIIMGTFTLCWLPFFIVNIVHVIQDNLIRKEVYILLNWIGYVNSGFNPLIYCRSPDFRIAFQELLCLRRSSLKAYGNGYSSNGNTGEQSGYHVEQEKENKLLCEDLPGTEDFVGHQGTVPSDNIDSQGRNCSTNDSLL
# uPA surface inh: cell surface uPA generation inhibition; Potency, µM (highest dose often 38.3 µM), for inactives: at the highest dose activity change, negative = inhibition, actives largely listed as inhibitors; cell surface uPA generation assay, qHTS; actives 0.31% (n = 330,000); active = well fitted inhibition curve with a large enough effect; inconclusive = small, poorly fitted or top-dose-only effect; inactive = no such curve, though single readings can be large or run the other way; tested in mouse RAW 264.7 cells; note: potency is the fitted concentration of half-maximal effect; nearly all actives have a fitted effect of over 55% in size
# Coupling enz: coupling enzyme interference in Giardia aldolase counter-screen | activity change, negative = inhibition, % at 58.2 µM, hits read low | coupling enzyme system counterscreen, AmpLite Red fluorescence | actives 0.67% (n = 290,000) | AID 2472; in the data active = activity change below about -30%
#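 Coupling enzymes only (glyceraldehyde-3-phosphate) + compound, at 57.5 uM final, 10 min RT; add substrate/coupling/AmpLite Red mix, 20 min RT; fluorescence ex 525/em 598 nm. Actives flag coupling-system interference.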
# PKM2 act: activators of human pyruvate kinase M2; P14618; purified PKM2, Kinase-Glo ATP luminescence, activation; response scale: 0% is enzyme alone, no compound; Potency, µM (doses to about 57.5 µM), without a hit: top-dose activation, usual class: activators; actives 0.34% (n = 260,000); note: potency is the fitted concentration of half-maximal effect; nearly all actives have a fitted effect of over 55% in size
# Target sequence (P14618 whole entry, looked up): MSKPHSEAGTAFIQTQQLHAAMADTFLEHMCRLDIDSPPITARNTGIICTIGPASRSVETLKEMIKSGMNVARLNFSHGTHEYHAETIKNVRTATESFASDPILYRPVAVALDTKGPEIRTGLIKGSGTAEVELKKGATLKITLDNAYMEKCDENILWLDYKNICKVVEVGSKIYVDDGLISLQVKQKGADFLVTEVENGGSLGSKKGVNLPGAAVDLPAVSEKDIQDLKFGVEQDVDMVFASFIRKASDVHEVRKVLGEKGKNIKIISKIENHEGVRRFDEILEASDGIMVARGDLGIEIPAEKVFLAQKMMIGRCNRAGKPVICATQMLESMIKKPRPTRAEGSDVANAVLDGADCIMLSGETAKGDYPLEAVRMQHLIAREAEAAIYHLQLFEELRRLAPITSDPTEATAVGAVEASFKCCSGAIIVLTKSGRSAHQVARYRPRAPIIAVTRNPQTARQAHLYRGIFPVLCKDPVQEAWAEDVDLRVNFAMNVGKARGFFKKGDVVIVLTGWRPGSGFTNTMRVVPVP
#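 Purified hPK-M2 (>95% pure) converted ADP (0.1 mM final) to ATP with 0.5 mM PEP in 50 mM imidazole pH7.2, KCl, MgCl2, Tween 20, BSA; 1 h at room temperature. ATP detected by Kinase-Glo luminescence.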
# Eya2 phos inh: blocks the phosphatase activity of human Eya2. O00167. recombinant Eya2, OMFP fluorescence dephosphorylation (OMFP is methylfluorescein phosphate). Potency, µM (series often up to 76.9 µM), inactives show at the highest dose activity, negative = inhibition, actives largely listed as inhibitors. actives 0.006% (n = 330,000); note: potency is the fitted concentration of half-maximal effect
#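 Eya2 (0.2 uM) preincubated 10 min at ambient with compound, then OMFP substrate added at 50 uM; 10 min reaction in 50 mM HEPES pH 7.5, 50 mM NaCl, 5 uM MgCl2, 0.05% BSA, 1 mM DTT. Fluorescence read at Ex 485/Em 525 nm.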
# An asterisk follows results filed as active; ? = inconclusive; . = no result given; [ ] = remark or other dose. Unless noted, calls come from the whole dose curve; as a rule, active = well fitted curve in the direction sought with a large enough effect; inconclusive = small, poorly fitted or top-dose-only effect, or another doubt; inactive = no such curve, though single readings can be large; an effect the other way counts as inactive or inconclusive. Unless noted, % is set by controls: 0 for no effect and ±100 for the full control effect.
Molecule,GALK inh,Giardia kill,KCNH2 3.1 block,USP2a block,KCNH2 WT inh,Chronic BCR inh,B2AR arrestin,uPA surface inh,Coupling enz,PKM2 act,Eya2 phos inh
CCOC(=O)C1CCN(C(=O)c2ccc(S(=O)(=O)Nc3ccccc3OC)cc2)CC1,.,4,4,0%,0,-2%,0.1%,?,.,.,-5%
COc1ccc(CCN2CC(C(=O)N(C)Cc3ccc(C)o3)CCC2=O)cc1 (configuration not stated),4%,-27,16,4%,-1,-10%,0.2%,-2%,1,.,5%
Cc1cc(Nc2nc3c(c(=O)n(C)c(=O)n3C)n2C)n(-c2ccc(Cl)cc2)n1,5%,-8,7,-6%,2,-7%,0.8%,-4%,-2,-6%,-5%
Cc1ccc(C(=O)C(C)Oc2ccc3ccc(=O)oc3c2)cc1 (configuration not stated),-5%,4,1,2%,-2,?,-0.2%,7%,.,2%,-3%
CC(=O)Nc1ccc(C(=O)N2CCCc3ccccc32)cc1,-1%,11,-1,-1%,12,2%,-0.3%,6%,1,0%,-7%
Cc1ccc(S(=O)(=O)c2nnn3c2nc(N2CCCCC2)c2ccccc23)cc1,2%,10,-10,1%,42,3%,-1.2%,-3%,-19,1%,8%
CCOC(=O)CNc1c(-c2ccc(F)cc2)nc2cnccn12,0%,-22,7,2%,3,2%,0.0%,1%,3,5%,-20%
Cc1ccc(CNC(=O)c2ccc(N3CCC4(CC3)CC(c3cccc(Br)c3)=NO4)c(NC(=O)c3c(Cl)cccc3Cl)c2)cc1,.,-5,16,0%,2,3%,0.0%,3%,.,.,-11%
CN(C(=O)COC(=O)c1ccccc1SCC(=O)N1CCCC1)C1(C#N)CCCCC1,.,4,6,0%,3,0%,-0.5%,-10%,.,.,1%
Cc1ccc(Nc2nnc(SCC(=O)NC3CC3)s2)cc1,.,-11,4,0%,9,0%,0.0%,-28%,.,.,6%
CCOC(=O)c1c(N)sc2c(O)c(Br)ccc12,2%,1,0,1%,4,0%,0.5%,.,-4,-1%,-1%[15.4 µM]
O=C1c2cccc3c([N+](=O)[O-])ccc(c23)C(=O)N1c1nccs1,-4%,28,-28,10%,4,?,-0.3%,.,-11,2%,-4%
O=C(COc1ccccc1)Nc1cc(Cl)ccc1Cl,4%,19,-3,1%,2,6%,-0.2%,?,0,0%,6%
CCc1ccc(NC(=S)N(CCC(C)C)C2CCN(C(C)=O)CC2)cc1,.,5,-5,1%,-5,2%,0.1%,-4%,0,.,-4%
CC(N=C1CC(C)(C)CC(=O)/C1=C(/O)CCCN1C(=O)c2ccccc2C1=O)C(=O)O (configuration not stated),-2%,6,7,2%,1,?,0.4%,3%,3,0%,-6%
COc1cccc(OC)c1C(=O)Nn1c(-c2cccc(C)c2)nc2ccccc2c1=O,2%,-8,?,2%,-3,1%,-0.3%,-2%,3,1%,-10%
O=C1CCC(=O)N1CNc1cccnc1,6%,-17,-16,3%,-2,-3%,0.3%,4%,0,7%,-3%
N#Cc1ccc(C(=O)NC2CCCCCCC2)cc1,6%,-17,-2,2%,-4,?,0.2%,0%,0,-1%,-13%
Cc1csc(NC(=O)Nc2ccc(Cl)cc2)n1,1%,12,-10,-5%,-4,?,0.4%,-7%,0,-1%,10%[15.4 µM]
OCCNC(=S)Nc1cccc(Cl)c1Cl,1%,-12,19,9%,3,?,-0.3%,7%,-1,-3%,7%
COc1cc(/C=C2\SC(=S)N(CCC(=O)N3CCCCC3)C2=O)cc(OC)c1OC,3%,1,-8,-2%,-9,?,-0.4%,-11%,0,.,-12%
COc1cc(/C=N/Nc2nc(Nc3ccccc3)nc(N3CCOCC3)n2)ccc1OC(=O)c1ccco1,0%,-14,-18,-2%,?,?,0.2%,?,0,0%,0%
COc1ccc(CC(=O)Nc2ccc(F)c(F)c2F)cc1S(=O)(=O)N1CCOCC1,.,4,5,-1%,-15,-1%,0.0%,4%,.,.,-1%
Cc1c(OCC(=O)N2CCC(C(=O)O)CC2)ccc2c3c(c(=O)oc12)CCC3,.,32[activator],-1,0%,0,?,0.2%,4%,5,0%,-10%
O=C(N/N=C/c1cccs1)c1cccc(S(=O)(=O)Nc2ccc(Cl)cc2)c1,0%,10,-16,2%,-11,?,-0.7%,2%,-1,1%,3%
Cc1cc(C)nc(/N=C/c2c(O)n(C)c(=O)n(C)c2=O)n1,7%,.,.,0%,.,5%,0.1%,.,-5,0%,8%
CN1N=C(C(C)(C)C)CSC1=Nc1ccccc1,.,8,-6,3%,-1,19%,0.1%,2%,0,-2%,-6%
COc1ccc(-c2ccc3c(N)c(C(=O)c4ccc(OC)c(OC)c4)sc3n2)cc1,-2%,7,-29,3%,-20,-7%,-0.3%,2%,-1,1%,-22%
COc1ccc(-c2c(C)nc3c(-c4ccccn4)cnn3c2N)cc1,1%,-21,-6,1%,7,?,5.0%,-14%,1,.,4%
COc1cc(OC)cc(C(=O)NCc2ccc3c(c2)OCO3)c1,-3%,-6,-5,-3%,-7,1%,0.0%,9%,1,.,-2%
O=C1c2ccccc2C(=O)C1c1ccnc2ccccc12,3%,?,-13,-2%,-5,2%,-1.5%,-9%,0,-24%,3%
CCc1ccc(N2CC(C(=O)Nc3nccs3)CC2=O)cc1 (configuration not stated),1%,0,4,0%,-2,-1%,-0.1%,6%,4,-2%,-1%
CC(OC(=O)CCCc1nc2ccccc2s1)C(=O)NC(N)=O (configuration not stated),.,-4,5,2%,-4,14%,-0.5%,3%,0,4%,3%
O=C(OCc1nnc(-c2ccccc2)o1)c1cc([N+](=O)[O-])ccc1Cl,3%,32[activator],-1,0%,2,-4%,0.1%,7%,4,-2%,10%
COc1ccc(Cc2nnc(NC(=O)c3ccccc3F)s2)cc1,-1%,-4,-18,1%,-2,-11%,-1.0%,1%,0,3%,?
CC#CC(=O)N1CCCC(Cc2cccc(OC)c2)(C(=O)OCC)C1 (configuration not stated),1%,12,-1,0%,-3,8%,-0.3%,-6%,3,-1%,14%
Cn1c(SCC(=O)c2ccc3c(c2)OCO3)nnc1C1COc2ccccc2O1 (configuration not stated),0%,5,-3,0%,-5,-5%,-0.2%,1%,3,2%,6%
CN1CCN(C(=O)c2ccccc2NC(=O)COc2ccccc2Cl)CC1,-3%,12,-1,1%,-3,1%,-0.2%,-1%,.,.,-9%
CNc1nc(-c2ccccc2)nc(-c2ccc(OC)cc2)c1C#N,1%,-23,18,3%,5,7%,0.0%,-3%,1,7%,0%
Cc1c(C(=O)O)cccc1-n1c(C)cc(/C=N/NC(=O)c2cc3ccccc3o2)c1C,-3%,3,5,-1%,-8,-4%,-1.6%,12%,-2,1%,-2%

# Part of the list above, limited to GALK inh, B2AR arrestin and PKM2 act.
Structure	GALK inh	B2AR arrestin	PKM2 act
COc1cc(/C=C2\SC(=S)N(CCC(=O)N3CCCCC3)C2=O)cc(OC)c1OC	3%	-0.4%	.
COc1cc(/C=N/Nc2nc(Nc3ccccc3)nc(N3CCOCC3)n2)ccc1OC(=O)c1ccco1	0%	0.2%	0%

# Next part
Molecule,GALK inh,Giardia kill,KCNH2 3.1 block,USP2a block,KCNH2 WT inh,Chronic BCR inh,B2AR arrestin,uPA surface inh,Coupling enz,PKM2 act,Eya2 phos inh
Cn1cnnc1Sc1cc(N2CCN(S(=O)(=O)c3ccccc3)CC2)ccc1[N+](=O)[O-],.,12,9,-1%,11,1%,-0.7%,-22%,5,0.22µM*,2%
CCN1C(=O)C(CC(=O)NC2CCCCC2)N(CC)C1=O (configuration not stated),3%,-21,-1,0%,3,0%,-0.1%,5%,0,-2%,4%
COc1cccc(/C=C/C(=O)NCc2cn3cc(Cl)ccc3n2)c1,0%,1,-10,3%,-9,2%,-0.2%,-8%,-1,4%,-2%
Cc1nn(-c2ccccc2)c2sc(C(=O)N(CC(=O)NC3CCCC3)Cc3ccco3)cc12,-5%,19,-17,-8%,0,3%,0.1%,-8%,1,-3%,16%
O=c1[nH]c(CN2CCCC2)nc2sc3c(c12)CCC3,5%,-1,0,3%,11,1%,0.2%,2%,0,?,1%
CCOc1ccc(C2CC(=O)NC2=O)cc1 (configuration not stated),-3%,-4,5,8%,-2,2%,0.3%,-5%,0,.,4%
CCOC(=O)NNC(=O)NCCCCCCNC(=O)NNC(=O)OCC,4%,10,-2,0%,-6,1%,-0.8%,-2%,0,-2%,-1%
Cc1ccc(S(=O)(=O)NCCC(=O)NNC(=O)COc2ccccc2Cl)cc1C,.,-14,-14,-1%,-6,3%,0.2%,20%,.,.,-1%
CC(C)N1C(=O)S/C(=C/c2ccccc2OCc2ccc(C(=O)O)cc2)C1=O,5%,5,-15,0%,-5,?,0.2%,2%,11,6%,1%
